Vif-A3G inh: blocks the Vif interaction with human APOBEC3G; HeLa A3G-eYFP + Vif (tagged APOBEC3G with the HIV-1 protein that degrades it), YFP fluorescence, overnight; Potency, µM (top dose mostly 46.1 µM), for inactives: at the highest dose activity, negative = active, hits mostly inhibitors; 410,000 tested, 0.076% active; AID 602310;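 further: potency means the concentration at half of the fitted maximal effect; on the % scale 0 is the no-effect control and ±100 the full control effect; nearly all actives have a fitted effect of over 60% in size; hits raise eYFP signal because A3G escapes Vif-driven loss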
Target sequence (Q9HC16 whole entry, looked up): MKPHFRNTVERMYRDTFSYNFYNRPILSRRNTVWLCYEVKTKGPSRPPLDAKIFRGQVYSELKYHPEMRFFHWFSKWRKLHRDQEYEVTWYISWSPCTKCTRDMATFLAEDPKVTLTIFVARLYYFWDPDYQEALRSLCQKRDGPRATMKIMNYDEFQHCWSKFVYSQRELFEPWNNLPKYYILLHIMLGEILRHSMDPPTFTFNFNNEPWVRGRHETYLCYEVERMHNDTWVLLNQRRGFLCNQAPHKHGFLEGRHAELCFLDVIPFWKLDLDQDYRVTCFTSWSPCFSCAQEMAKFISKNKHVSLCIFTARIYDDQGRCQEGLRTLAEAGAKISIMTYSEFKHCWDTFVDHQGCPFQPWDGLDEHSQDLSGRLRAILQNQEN
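HeLa cells stably expressing Vif and C-terminally eYFP-tagged A3G, seeded overnight at 37 deg C, then exposed to compound by pintool overnight at 37 deg C. Rise in yellow fluorescence (Ex 488/Em 500-530, Acumen) marks blocked Vif-driven A3G degradation.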
RGS4 inhibitor: blocks human RGS4-accelerated GTP hydrolysis; 390,000 tested, 0.039% active; Transcreener GDP fluorescence polarization, RGS4-accelerated GTP hydrolysis; Potency, µM (highest dose often 114 µM), inactives show at the top dose activity change, negative = inhibition, usual class: inhibitors; further: potency means the concentration at half of the fitted maximal effect; on the % scale 0 is the no-effect control and ±100 the full control effect; nearly all actives have a fitted effect of over 75% in size; some results filed as inactive show a strong effect at the top dose
Target sequence (P49798 whole entry, looked up): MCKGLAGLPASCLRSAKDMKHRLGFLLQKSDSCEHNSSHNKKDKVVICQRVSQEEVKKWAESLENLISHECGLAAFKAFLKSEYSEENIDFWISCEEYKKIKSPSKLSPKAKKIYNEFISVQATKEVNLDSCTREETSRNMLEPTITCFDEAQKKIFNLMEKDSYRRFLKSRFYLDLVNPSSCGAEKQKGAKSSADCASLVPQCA
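MLSMR compounds (23 nl, pin-transferred) preincubated 10 min at room temperature with a 500nM (2x) first reagent, then RGS4 at 900nM (2x) plus Transcreener GDP mix added; fluorescence polarization (620/688 nm) read before and after 90 min at 30 °C.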
LDHA inh: LDHA (human) enzyme inhibition; activity change, % (values are at about 110 or 230 µM); 480,000 tested, 0.15% active; purified LDHA, NADH/diaphorase-resazurin fluorescence; hits give low values; P00338; in the data active means activity change below about -30%; inconclusive means mostly about -25% to -30%;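 further: plate controls were DMSO wells for no effect and wells without enzyme for full effect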
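Human LDH5 at 2 nM final in Tris HCl pH 7.4 with 0.06 mM NADH and 0.2 mM pyruvate, reacted 5 minutes at room temperature. Remaining NADH coupled via diaphorase/resazurin; resorufin fluorescence read at 0 and 20 minutes, normalized to enzyme-free and DMSO wells.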
GRP78 ERSR act: inducers of ER stress response in human glioma cells. U87-MG GRP78 promoter luciferase reporter, 16 h. Potency, µM, for inactives: top-dose activation, most hits filed as activators. 420,000 tested, 0.02% active; further: potency means the concentration at half of the fitted maximal effect; series mostly up to about 76 µM; % of control where 0% means no effect; nearly all actives have a fitted effect of over 35% in size
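Stably transfected U87-MG glioma cells carrying a GRP78-based luciferase sensor; 16 h compound incubation. Luminescence end-point read 10 min after Bright-Glo addition at room temperature.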
mIDH1 inhibitor: human IDH1 R132H inhibition | O75874 | IDH1-R132H enzyme, NADPH consumption, diaphorase/resazurin fluorescence | Potency, µM (series often up to 76.6 µM), for inactives: top-dose activity change, negative = inhibition, usual class: inhibitors | 390,000 tested, 0.093% active | AID 602179; further: potency means the concentration at half of the fitted maximal effect; on the % scale 0 is the no-effect control and ±100 the full control effect; nearly all actives have a fitted effect of over 65% in size
Target sequence (O75874 whole entry R132H, stated change not applied): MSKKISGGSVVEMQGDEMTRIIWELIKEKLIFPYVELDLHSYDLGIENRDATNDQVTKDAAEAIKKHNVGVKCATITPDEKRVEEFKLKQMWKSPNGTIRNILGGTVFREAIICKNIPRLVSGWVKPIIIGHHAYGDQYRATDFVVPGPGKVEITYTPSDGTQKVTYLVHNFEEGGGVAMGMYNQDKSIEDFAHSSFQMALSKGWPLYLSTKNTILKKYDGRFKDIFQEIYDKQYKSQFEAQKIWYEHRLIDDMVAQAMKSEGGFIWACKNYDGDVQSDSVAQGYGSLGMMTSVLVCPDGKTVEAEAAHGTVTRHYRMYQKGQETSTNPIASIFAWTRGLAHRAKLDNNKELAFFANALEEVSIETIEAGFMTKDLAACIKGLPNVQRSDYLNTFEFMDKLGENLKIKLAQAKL
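IDH1-R132H (0.5 ug/mL dispensed) in pH 7.5 Tris buffer was preincubated 30 min with compound, then given a substrate mix of 0.016 mM NADPH and 2 mM alpha-KG for 80 min at room temperature; remaining NADPH was read by diaphorase/resazurin fluorescence.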
Vif-APOBEC3F blk: Vif-A3F binding inhibition. 390,000 tested, 0.2% active. HeLa A3F-eYFP + Vif (tagged APOBEC3F with the HIV-1 protein that degrades it), YFP fluorescence increase. Potency, µM (titrated, usually from 46.1 µM), inactives show top-dose activity, negative = active; further: potency means the concentration at half of the fitted maximal effect; % of control where 0% means no effect; nearly all actives have a fitted effect of over 65% in size
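HeLa cells stably expressing A3F-eYFP plus Vif, plated and incubated overnight at 37 deg C, then exposed to compounds overnight at 37 deg C. Blocked degradation read as raised yellow fluorescence (Ex 488/Em 500-530).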
TrxR1 substrate: rat thioredoxin reductase 1 substrate activity | O89049 | purified TrxR1 substrate turnover, NADPH consumption readout | Potency, µM (highest dose often 114 µM), for the others: top-dose activity change, negative = substrate turnover | 390,000 tested, 0.01% active | AID 588456; further: potency means the concentration at half of the fitted maximal effect; on the % scale 0 is the no-effect control and ±100 the full control effect; nearly all actives have a fitted effect of over 50% in size
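Rat TrxR1, dispensed at 90 nM, was prereduced with 400 uM NADPH (final) for 5 min at ~22 deg C, then incubated with compound 15 min before 400 uM selenite. A first-read NADPH fluorescence drop versus no-compound background flagged substrates.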
USP1 inh: USP1/UAF1 (human) deubiquitinase inhibition | recombinant USP1/UAF1, Ub-Rhodamine cleavage fluorescence | Potency, µM (doses to about 57.1 µM), inactives show at the top dose activity change, negative = inhibition, most hits filed as inhibitors | 390,000 tested, 0.23% active | AID 743255; further: potency means the concentration at half of the fitted maximal effect; on the % scale 0 is the no-effect control and ±100 the full control effect; nearly all actives have a fitted effect of over 60% in size; inactives centre near -12
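Step one: compound is pinned into 1nM USP1/UAF1 in HEPES pH 7.8 buffer with TCEP. Step two: 15 min room-temperature incubation. Step three: Ub-Rho (150nM final) starts cleavage, tracked by fluorescence over six one-minute reads.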
rTrxR1 inhibitor: rat TrxR1 inhibition. O89049. recombinant rTrxR1, NADPH fluorescence consumption, selenite substrate. Potency, µM (doses to about 114 µM), inactives show top-dose activity change, negative = inhibition, hits mostly inhibitors. 390,000 tested, 1% active. AID 588453; further: potency means the concentration at half of the fitted maximal effect; on the % scale 0 is the no-effect control and ±100 the full control effect; nearly all actives have a fitted effect of over 65% in size
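Rat TrxR1 (90 nM in the dispensed reagent) was pre-reduced with 400 uM NADPH for 5 min at room temperature, then incubated with compound for 15 min. After 400 uM selenite was added, NADPH fluorescence (Ex 340/Em 450 nm) was followed for 8 min.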
* marks the source's active call; other numbers are inactive results; ? = inconclusive; / = not tested or not shown; & = joins results of further samples; [ ] = remark or other dose. Unless noted, the call rests on the fitted dose curve; in most records, active means well fitted curve in the direction sought with a large enough effect; inconclusive means small, poorly fitted or top-dose-only effect, or another doubt; inactive means no such curve, though single readings can be large; an effect the other way counts as inactive or inconclusive.

SMILES	Vif-A3G inh	RGS4 inhibitor	LDHA inh	GRP78 ERSR act	mIDH1 inhibitor	Vif-APOBEC3F blk	TrxR1 substrate	USP1 inh	rTrxR1 inhibitor
COc1ccc(NC(=S)NC(NC(=O)c2cccc(C)c2)C(Cl)(Cl)Cl)c([N+](=O)[O-])c1 (stereo not given)	1%	-3%[11.4 µM]	-7	-10%	-1%	4%	1%	-20%	-9%
COC(=O)Cc1ccc(NC(=O)c2ccc(NC(=O)c3ccco3)cc2)cc1	2%	-1%	-2	-4%	5%	0%	2%[57.1 µM]	0%	20%[57.1 µM]
COc1cccc(NC(=O)CN(C)C(=O)c2cc(S(=O)(=O)NCc3ccccc3)ccc2C)c1	-1%	-40%	-1	0%	9%	1%	-10%	-15%	-8%
COc1ccc(CCNC(=O)c2cc3c(=O)n4ccccc4nc3n(CCN3CCOCC3)c2=N)cc1	1%	-1%[11.4 µM]	0	-1%	0%	-7%	21%	-7%	21%
N#Cc1c(-c2ccc(Cl)cc2)ccnc1N1CCOCC1	7%	13%	-9	5%	-4%	6%	-1%	-15%	-10%
CNC(=O)CCn1nc(-c2ccc(Cl)cc2)c2ccccc2c1=O	-7%	11%	-5&4	-3%	4%	4%	4%	-3%	11%
CCCC(=O)NC(=S)Nc1cccc2c(O)cccc12	-8%	-50%	12	4%	15%	0%	-1%[57.1 µM]	-25%	?
COc1ccc(C(=O)NN=C2CCCC2)cc1	1%	9%	-9	-2%	-2%	-2%	3%	-16%	21%
O=C(NCc1ccccc1Cl)C(=O)c1c[nH]c2ccccc12	2%	6%	-10	-3%	0%	1%	-6%	-4%	3%
CC(C)(CC(=O)O)CC(=O)Nc1cc(C(F)(F)F)cc(C(F)(F)F)c1	3%	3%	0	-2%	-5%	3%	-1%[57.1 µM]	8%	-1%[57.1 µM]
CC(=O)Nc1ccc(OCC(O)CNC2CCCC2)cc1 (stereo not given)	1%	-15%	8	-4%	3%	-2%	2%	-15%	-3%
CC(C)OCCCn1c(=S)[nH]c2cc3c(cc2c1=O)OCO3	0%	-31%	2	3%	0%	-7%	-7%	-6%	-12%
Cc1sc(NC(=O)c2ccc(OCC(C)C)cc2)c(C(N)=O)c1-c1ccc(Cl)cc1Cl	-4%	-17%	-4	-2%	2%	1%	273%[activator]	-16%	108%[activator]
COc1ccc(OC)c(C(c2nnnn2C(C)(C)C)N2CCc3ccccc3C2)c1 (stereo not given)	-11%	-15%[11.4 µM]	0	-1%	-3%	-2%	-8%[57.1 µM]	-17%	6%[57.1 µM]
Cc1cc2c(cc1C)/C(=N/NC(=O)c1ccccn1)CCC2	-10%	0%	-5	-3%	0%	-11%	-8%	-16%	-7%
CCn1ncc([N+](=O)[O-])c1C(=O)N1CCCC1	2%	26%	-4	-3%	3%	2%	-7%	-4%	-7%
COc1ccc(NS(=O)(=O)c2cccc(NC(=O)CCS(=O)(=O)c3ccccc3)c2)cc1	0%	-20%	-5	-4%	-3%	-2%	-4%	-7%	-1%
CN(c1ccccc1)S(=O)(=O)c1cccc(C(=O)Nc2nccs2)c1	2%	23%	-1	-4%	9%	-17%	-10%	1%	15%[57.1 µM]
N#C/C(Cn1c[n+](NC(=O)Nc2ccccc2)cn1)=N/O	0%	37%	-10	?	-2%	-5%	-1%	-1%	8%
COc1ccc(/C(O)=C2/C(=O)C(=O)N(CCN3CCNCC3)C2c2cccc([N+](=O)[O-])c2)cc1 (stereo not given)	2%	29%	-5	-4%	8%	-1%	7%[57.1 µM]	-10%	8%[57.1 µM]
CN(CC1CCCO1)S(=O)(=O)c1ccc(C(=O)Nc2nc3cc4c(cc3s2)OCO4)cc1 (stereo not given)	3%	-19%	0	-3%	5%	5%	-6%[57.1 µM]	-14%	6%[57.1 µM]
C=CCOc1ccc(C2/C(=C(/O)c3ccc4c(c3)CC(C)O4)C(=O)C(=O)N2CCCN2CCOCC2)cc1 (stereo not given)	-2%	11%	-3	-1%	-4%	-2%	1%	0%	?
C/C(=N\NC(=O)c1cc(C)nc2ccccc12)c1ccc([N+](=O)[O-])cc1	-5%	-13%	0	-1%	0%	-6%	-1%	-16%	5%
COc1ccc(Nc2cc(C(=O)NCCCN3CCN(C)CC3)c3ccccc3n2)c(OC)c1	2%	2%	4	-2%	3%	-2%	-4%	-1%	-5%[57.1 µM]
O=C(/C=C/c1cccs1)NCc1ccc2c(c1)OCO2	0%	-5%	-1	2%	3%	?	11%[57.1 µM]	-3%	2%[57.1 µM]
Next part.
SMILES	Vif-A3G inh	RGS4 inhibitor	LDHA inh	GRP78 ERSR act	mIDH1 inhibitor	Vif-APOBEC3F blk	TrxR1 substrate	USP1 inh	rTrxR1 inhibitor
O=C(O)CC1(CC(=O)Nc2cc(F)ccc2Cl)CCCCC1	0%	0%	-2	-5%	-5%	2%	-5%	-25%	-1%
Cc1ccc(N2CCC3CC2c2cc(-c4ccc(C(F)(F)F)cc4)ccc23)cc1 (stereo not given)	4%	/	-3	-3%	8%	3%	/	-22%	/
C=CCN(CC(=O)NCc1ccc(OC)cc1)C(=O)c1csnn1	0%	52%	-19	-4%	0%	-6%	-1%	-8%	7%
Cc1cccc(-c2noc(-c3ccc(Cl)cc3[N+](=O)[O-])n2)c1	-1%	17%	-7	3%	3%	-11%	-9%	-7%	-1%
CCOC(=O)c1ccc(S(=O)(=O)Nc2cc(C(=O)O)ccc2Cl)cc1	0%	-29%	1	-1%	11%	3%	1%[57.1 µM]	-9%	44%[57.1 µM]
CC(C)CCSc1nnc(N)s1	0%	18%	-8	5%	10%	-1%	5%	-17%	14%
CCC(C)NC(=O)NC(=O)CSc1nnc(-c2ccccc2F)n1C1CC1 (stereo not given)	0%	-3%	-6	-3%	6%	9%	-3%	-12%	-11%
COc1ccc(CNCC(O)(c2ccccc2)c2ccc(Cl)cc2)cc1 (stereo not given)	2%	-12%	-4	7%	-3%	-8%	-7%	5%	-5%
Cc1c(NS(=O)(=O)c2ccc(N=NN(C)C)cc2)c(=O)n(-c2ccccc2)n1C	9%	1%	-1	-4%	-1%	-15%	-9%	-21%	-8%
Cc1n[nH]c(=O)c2c(NC(=O)CSc3c(Cl)cccc3Cl)oc(C)c12	1%	-25%	0	-2%	4%	-8%	1%	-13%	-10%
Cc1cccc(C)c1NC(=S)N1CCCCCC1	4%	6%	-6	-3%	3%	9%	2%	-20%	6%
O=C(NCCc1ccc(Cl)cc1)c1ccc2c(c1)N(Cc1ccc(F)cc1Cl)C(=O)CS2	-7%	12%	-11	-9%	-4%	-12%	4%	-19%	20%
COc1ccccc1Cc1nc(-c2cccnc2)no1	0%	26%	-3	6%	4%	-2%	3%	-5%	7%
COc1ccc(-c2nc3scc(-c4ccc(OC)c(OC)c4)c3c(=O)o2)cc1	-1%	4%	2	0%	4%	0%	5%	-23%	4%
Cc1cc(C(=O)CSc2nnnn2-c2ccc(O)cc2)c(C)n1C	-4%	?	-4	7%	-1%	-15%	0%[57.1 µM]	-4%	11%[57.1 µM]
COCCn1c(C)cc(C(=O)CSc2ccc3ccccc3n2)c1C	-16%	-17%	-4	0%	3%	/	7%	?	11%
CC1CN(c2cc(=O)n(Cc3ccc(F)cc3)c(=O)[nH]2)CC(C)O1 (stereo not given)	1%	-25%	1	-6%	5%	1%	11%[57.1 µM]	-8%	10µM*
CCN(CC)CCNC(=S)N1CCn2c(nc3ccccc32)C1	-1%	-12%	-6	-3%	0%	-1%	9%[57.1 µM]	-19%	5%[57.1 µM]
O=c1cc(CN2CCN(c3ccccc3O)CC2)nc2sccn12	-9%	-9%	9	-5%	2%	-3%	3%[57.1 µM]	-10%	5%[57.1 µM]
CSCCC(NS(=O)(=O)c1cccs1)C(=O)NCc1cccs1 (stereo not given)	-6%	8%	-1	-3%	-2%	-20%	8%[57.1 µM]	-1%	5%[57.1 µM]
CCOc1ccc(CNC(=O)C2CCCN(S(=O)(=O)c3ccc4c(c3)CCCC(=O)N4)C2)cc1 (stereo not given)	1%	-1%	0	-3%	6%	0%	-2%	-30%	15%
CC1=N/C(=C\c2ccccc2Cl)C(=O)O1	-1%	-2%	3	-4%	4%	12%	20%[57.1 µM]	-12%	25%[57.1 µM]
Cc1ccccc1C1=NC(c2ccc(F)cc2F)ON1 (stereo not given)	0%	21%	9	6%	1%	-2%	8%[57.1 µM]	-19%	-11%[57.1 µM]
O=C(N/N=C/c1cccnc1)c1cc2ccccc2cc1O	1%	?	5	0%	3%	4%	-6%	-21%	20%
CCOc1ccc(S(=O)(=O)N(C)CC(=O)NCc2ccccn2)cc1	2%	6%	-4	-5%	9%	-1%	9%[57.1 µM]	-16%	33%[57.1 µM]
O=C(O)c1ccc(N/N=C/C=C/c2ccccc2)cc1	-19%	-19%	-11	-11%	-9%	-2%	-10%	-19%	-7%
CNc1c(NS(=O)(=O)c2cc(Cl)ccc2OC)c(=O)oc2ccccc12	-1%	-15%	0	1%	0%	-4%	-4%	-17%	2%

Compound activity deposited in PubChem by National Center for Advancing Translational Sciences (NCATS).

Not all compounds are listed (hit frequency here may not be typical).
